Screens: PubChem, Johns Hopkins Ion Channel Center
Kir21 block – blocks the mouse Kir2.1 inward-rectifier potassium channel | P35561 | HEK293-Kir2.1, FluxOR thallium flux fluorescence; stronger effect = lower value | B-score at 10 µM | 310,000 tested, 0.85% active | AID 1672;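 active = fluorescence ratio B-score at or below minus 3 SD of library scores, with starting-brightness B-score within 2 SD, cut at about -4.2 in these data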;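 note: channel flux triggered by added potassium and thallium sulfate stimulus; B-score of peak minus minimum fluorescence over baseline after thallium stimulus; more negative B-score means stronger Kir2.1 block with less thallium influx; some compounds called inactive have numbers as strong as hits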
Target sequence (P35561 whole entry, looked up): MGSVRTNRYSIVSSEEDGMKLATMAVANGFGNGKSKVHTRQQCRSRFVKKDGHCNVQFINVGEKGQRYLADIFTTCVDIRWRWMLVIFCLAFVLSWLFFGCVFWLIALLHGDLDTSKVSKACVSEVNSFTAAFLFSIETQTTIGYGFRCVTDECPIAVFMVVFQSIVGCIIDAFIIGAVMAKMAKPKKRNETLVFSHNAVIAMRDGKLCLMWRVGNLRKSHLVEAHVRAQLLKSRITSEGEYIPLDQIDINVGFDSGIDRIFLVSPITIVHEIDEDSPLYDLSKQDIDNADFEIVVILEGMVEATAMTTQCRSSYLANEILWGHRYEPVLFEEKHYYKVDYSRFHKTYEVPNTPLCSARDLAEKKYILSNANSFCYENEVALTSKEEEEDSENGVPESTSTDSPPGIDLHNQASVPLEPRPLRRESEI
KCNQ2 block – KCNQ2 channel blockers in CHO-K1 cells – cell-based, FluxOR thallium flux, B-score, primary screen (AID 2156) | O88943 | 20 min; stronger effect = lower value | B-score at 10 µM | 310,000 tested, 1.1% active;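 active = fluorescence ratio B-score at most minus 3 library SDs, with starting brightness B-score within 2 library SDs, cut at about -5.5 in these data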
* marks the source's active call; other numbers are inactive results; & = joins results of further samples.

CC(C)COC(=O)C(C#N)c1nc2ccccc2nc1N1CCN(Cc2ccccc2)CC1 (stereo unspecified) was read as Kir21 block 2.9 and KCNQ2 block inactive.
Cc1ccc(C(=O)N2CCCC(CCC(=O)NCc3ccc(F)c(F)c3)C2)cn1 (stereo unspecified) was read as Kir21 block -0.81 and KCNQ2 block inactive.
COc1ccc(-c2cccc(NC(=O)COc3ccc(Cl)cc3)c2)nn1 was read as Kir21 block 0.68 and KCNQ2 block inactive.
COc1c(OC(C)=O)ccc(/C=C/c2ccc3cccc(OCc4ccccc4)c3n2)c1[N+](=O)[O-] was read as Kir21 block -0.04 and KCNQ2 block inactive.
Cc1cccc(N(CC(=O)NCc2ccccc2)C(=O)Cn2nnc(-c3ccc(C)o3)n2)c1 was read as Kir21 block -0.4 and KCNQ2 block inactive.
Cc1c(NC(=O)c2cc(-c3ccc(Br)cc3)on2)c(=O)n(-c2ccccc2)n1C was read as Kir21 block -0.67 and KCNQ2 block inactive.
For O=C1C2CCCN2C(=O)N1CCCCN1CCN(CCO)CC1 (stereo unspecified) the results were Kir21 block -0.78 and KCNQ2 block inactive.
For CN1C(=O)NC(c2ccccc2)C2=C1CN(CCc1ccccc1)C2=O (stereo unspecified) the results were Kir21 block -0.16 and KCNQ2 block inactive.
`Cc1cc(S(=O)(=O)N2CCOCC2)ccc1OCC(=O)N1CCCC1` gave Kir21 block -0.64 and KCNQ2 block inactive.
CN(C(=O)COC(=O)c1cc(Br)c(Br)s1)C1CCS(=O)(=O)C1 (stereo unspecified) was read as Kir21 block 0 and KCNQ2 block inactive.
For O=C(Cc1coc2ccc3ccccc3c12)NCc1cccs1 the results were Kir21 block -0.79 and KCNQ2 block inactive.
For COc1cc(CNCc2ccccc2)cc(Cl)c1OC the results were Kir21 block -1.4 and KCNQ2 block inactive.
`COC(=O)c1ccc(N2CCOCC2)c(NC(=O)c2cccnc2)c1` gave Kir21 block -0.08 and KCNQ2 block inactive.
`Cc1sc2nc(C)n(/N=C/c3ccccc3)c(=O)c2c1C` gave Kir21 block -1.4 and KCNQ2 block inactive.
CC1(C)OC(=O)C(=NNc2ccc(Cl)cc2)C(=O)O1 was read as Kir21 block 1.5 and KCNQ2 block inactive.
`COc1ccccc1NC(=O)Nc1nn(C)c2cccc(OC)c12` gave Kir21 block -0.3 and KCNQ2 block inactive.
Screening COCCn1c(N)c(C(=O)OCc2ccccc2)c2nc3ccccc3nc21 returned Kir21 block 0.19 and KCNQ2 block inactive.
CCOC(=O)C1CCN(C(c2cccnc2)c2c(NC(=O)c3ccco3)sc(C)c2C)CC1 (stereo unspecified) was read as Kir21 block -0.09 and KCNQ2 block inactive.
For CCOc1ccccc1NC(=O)CSc1nc(=O)n(Cc2ccncc2)c2c1CCC2 the results were Kir21 block 0.2 and KCNQ2 block inactive.
For O=C(CC(O)(c1ccccc1)C(F)(F)C(F)F)c1cccs1 (stereo unspecified) the results were Kir21 block -3.6 and KCNQ2 block inactive.
For O=C(COC(=O)c1ccc(F)cc1)Nc1cc(S(=O)(=O)N2CCOCC2)ccc1N1CCCC1 the results were Kir21 block 0.48 and KCNQ2 block inactive.
`c1ccc(-c2ncc3ccccn23)cc1` gave Kir21 block -0.1 and KCNQ2 block inactive.
Screening CC(C)(C)C(=O)/C=c1\[nH]c(=O)/c(=C\c2ccc(C#N)cc2)s1 returned Kir21 block 2.1 and KCNQ2 block inactive.
For COc1cc(OC)cc(C(=O)N2CCN(C(=O)c3ccc(-c4ccccc4)cc3)CC2)c1 the results were Kir21 block 1.8 and KCNQ2 block inactive.
For COCCNc1nnc(SC(C)C(=O)Nc2c(C)n(C)n(-c3ccccc3)c2=O)s1 (stereo unspecified) the results were Kir21 block -1.1 and KCNQ2 block inactive.
Screening COc1cc(C(=O)Oc2c(OC)cc(C(=S)N3CCOCC3)cc2OC)cc(OC)c1OC returned Kir21 block -0.09 and KCNQ2 block inactive.
`CC(=O)NCCc1c(C)n(Cc2ccccc2)c2ccccc12` gave Kir21 block -1.7 and KCNQ2 block inactive.
Screening COc1cc(OC)cc(C(=O)NCc2n[nH]c(=S)n2-c2ccccc2OC)c1 returned Kir21 block -0.47 and KCNQ2 block inactive.
O=C(NCc1cccnc1)c1cc(S(=O)(=O)N2CCCC2)c(Cl)cc1Cl was read as Kir21 block 0.74 and KCNQ2 block inactive.
`Cc1ccc(C2=NS(=O)(=O)N(C)C(C(=O)NCc3ccccc3)=C2)cc1` gave Kir21 block -0.03 and KCNQ2 block inactive.
`CN(C)c1ccc(/C=N/NC(=O)c2ccccc2O)o1` gave Kir21 block -0.95 and KCNQ2 block inactive.
For O=C(NCC1CCCO1)C1CCCCN1S(=O)(=O)c1ccc(F)cc1 (stereo unspecified) the results were Kir21 block -0.2 and KCNQ2 block inactive.
For CCCNC(=O)NC(=O)COC(=O)c1ccc(S(=O)(=O)N(C)c2ccccc2OC)cc1 the results were Kir21 block -0.42 and KCNQ2 block inactive.
`O=C(Cc1ccc(Br)cc1)NC1CCN(Cc2ccccc2)CC1` gave Kir21 block -3.9 and KCNQ2 block inactive.
CN(C)CCCNC(=O)c1cc(C(=O)Cc2ccccc2)c[nH]1 was read as Kir21 block -0.1 and KCNQ2 block inactive.
Screening CN(C)C(=O)c1cc(C(=O)c2ccccc2Cl)c[nH]1 returned Kir21 block 0.07 and KCNQ2 block inactive.

A draw from above in order of SMILES length, rising.
`Cc1ccc(C2=NS(=O)(=O)N(C)C(C(=O)NCc3ccccc3)=C2)cc1` gave Kir21 block -0.03 and KCNQ2 block inactive.
For COCCNc1nnc(SC(C)C(=O)Nc2c(C)n(C)n(-c3ccccc3)c2=O)s1 (stereo unspecified) the results were Kir21 block -1.1 and KCNQ2 block inactive.
Screening COc1cc(C(=O)Oc2c(OC)cc(C(=S)N3CCOCC3)cc2OC)cc(OC)c1OC returned Kir21 block -0.09 and KCNQ2 block inactive.

(further entries)
For CCn1c(=O)c(C(=O)NNC(=O)c2ccccc2Br)c(O)c2ccccc21 the results were Kir21 block 0.67 and KCNQ2 block inactive.
For Cc1cc(=O)[nH]c2ccc(S(=O)(=O)Nc3ccccc3)cc12 the results were Kir21 block -2.4 and KCNQ2 block inactive.
For COc1ccc(/C=N/NC(=O)C2c3ccccc3-c3ccccc32)cc1 the results were Kir21 block 1.2 and KCNQ2 block inactive.
For CCOc1ccc2oc(C(=O)N3CCN(c4ccccn4)CC3)c(C)c2c1 the results were Kir21 block 1 and KCNQ2 block inactive.
Screening COc1ccc(Cc2nnc(NC(=O)C3CC(=O)N(CCc4ccc(F)cc4)C3)s2)cc1OC (stereo unspecified) returned Kir21 block -0.29 and KCNQ2 block inactive.
CCCCNS(=O)(=O)c1ccc2nc(-c3cccnc3)cc(C(=O)NC(C)CC)c2c1 (stereo unspecified) was read as Kir21 block 0.13 and KCNQ2 block inactive.
`O=C(Nc1ccccc1O)c1cc2cc(Br)ccc2oc1=O` gave Kir21 block 0.07 and KCNQ2 block inactive.
For O=C(c1ccc(=O)oc1)N1CCCc2ccccc21 the results were Kir21 block -1 and KCNQ2 block inactive.
CC(=O)O[C@H]1C2OC(=O)C(C)=C2[C@@H]2OC(=O)[C@]3(CCC4OC41C)OC23 (stereo partly specified) was read as Kir21 block 0.62 and KCNQ2 block inactive.
Screening O=C1CCCc2ccccc2N1 returned Kir21 block 1.9 and KCNQ2 block inactive.
`CCN(CC)C(=O)c1ccc(S(=O)(=O)c2ccccc2)cc1` gave Kir21 block -0.25 and KCNQ2 block inactive.
Screening CSc1nc2ncc(C(=O)O)c(N)n2n1 returned Kir21 block 0.24 and KCNQ2 block inactive.
Screening COc1ccc2c(c1)c1ncn(Cc3ccco3)c(=O)c1n2C returned Kir21 block 0.04 and KCNQ2 block inactive.
Screening Cc1cccc(CCNS(=O)(=O)c2ccc3c(c2)NC(=O)CS3)c1 returned Kir21 block -0.89 and KCNQ2 block inactive.
Screening O=C(N1CCCCC1)C1(S(=O)(=O)c2ccccc2)CC=CC1 returned Kir21 block 2 and KCNQ2 block inactive.
For Cc1cc(OC(=O)C2CC2)c([N+](=O)[O-])c(=O)[nH]1 the results were Kir21 block -0.05 and KCNQ2 block inactive.
CCCn1c(C(C)NC(=O)c2ccccc2)n[nH]c1=S (stereo unspecified) was read as Kir21 block -0.5 and KCNQ2 block inactive.
For Cc1ccccc1-c1nc(CN2CCC(C(=O)NCCN3CCOCC3)CC2)c(C)o1 the results were Kir21 block 0.5 and KCNQ2 block inactive.
Screening Cc1nc(C(F)(F)F)ccc1C(=O)Nc1ccc2ccccc2n1 returned Kir21 block -0.13 and KCNQ2 block inactive.
For CC(C)OC(=O)C1C(=O)CC(C)(O)C(C(=O)OC(C)C)C1c1ccc([N+](=O)[O-])cc1 (stereo unspecified) the results were Kir21 block 0.48 and KCNQ2 block inactive.
Screening CCN(CC)S(=O)(=O)c1cccc(C(=O)NN2Cc3ccccc3C2=N)c1 returned Kir21 block 0.69 and KCNQ2 block inactive.
Screening CCCc1nnc(NC(=O)CSc2ncn[nH]2)s1 returned Kir21 block -1.6 and KCNQ2 block inactive.
Screening CS(=O)(=O)N(CC(=O)N1CCN(c2ccccc2F)CC1)c1cc(C(F)(F)F)ccc1Cl returned Kir21 block -0.35 and KCNQ2 block inactive.
Screening COc1ccc(NC(=S)N(CCN(C)C)C(C)c2ccco2)cc1 (stereo unspecified) returned Kir21 block 0.06 and KCNQ2 block inactive.
For O=C(NCc1cccs1)c1cc2c(s1)CS(=O)(=O)C2 the results were Kir21 block -0.44 and KCNQ2 block inactive.
Screening O=S(=O)(c1ccccc1)c1nc(Nc2ccccc2N2CCOCC2)sc1Cl returned Kir21 block 0.32 and KCNQ2 block inactive.
For COc1ccc(/C=N/Nc2ncnc3sc4c(c23)CCCC4)cc1OC the results were Kir21 block 0.99 and KCNQ2 block inactive.
O=C(/C=C/c1cn(-c2ccccc2)nc1-c1ccc2c(c1)OCCO2)NCCCN1CCOCC1 was read as Kir21 block -1.4 and KCNQ2 block inactive.
`C=CCc1ccc(OCc2ccc(C(=O)OC)o2)c(OC)c1` gave Kir21 block -1.4 and KCNQ2 block inactive.
COC(=O)c1ccccc1NC(=O)C1(S(=O)(=O)c2ccc(Cl)cc2)CC1 was read as Kir21 block -0.68 and KCNQ2 block inactive.
O=C(/C=C1\SC(=O)NC1=O)Nc1ccc(F)cc1 was read as Kir21 block 0.71 and KCNQ2 block inactive.
Cc1nc2nc(C)c(CCC(=O)O)c(C)n2n1 was read as Kir21 block -0.75 and KCNQ2 block inactive.
Screening CCn1c(SCc2nc(-c3cccs3)no2)nnc1-c1c[nH]c2ccccc12 returned Kir21 block -2.3 and KCNQ2 block inactive.
O=C(N/C=C/c1ccccc1)Nc1ccc(Cl)cc1 was read as Kir21 block -0.19 and KCNQ2 block inactive.
`CCOc1cc(NC(=O)c2cccs2)c(OCC)cc1NC(=O)CCC(=O)NCc1ccccn1` gave Kir21 block -1.9 and KCNQ2 block inactive.
For COc1ccccc1OCc1cc(C(=O)N2CCCC(OCc3cccnc3)C2)no1 (stereo unspecified) the results were Kir21 block -0.88 and KCNQ2 block inactive.
COc1ccc(C(=O)/C=C/Nc2ccc(S(=O)(=O)Nc3ncccn3)cc2)cc1 was read as Kir21 block -0.41 and KCNQ2 block inactive.
COc1ccc(-c2ccc(C#N)c(OC)n2)cc1 was read as Kir21 block 0.62 and KCNQ2 block inactive.
`S=C(Nc1ccc(Nc2ccccc2)cc1)NN1CCOCC1` gave Kir21 block 0.05 and KCNQ2 block inactive.
CCOC(=O)c1ccc(NC(=S)NC(=O)c2cncc(Br)c2)cc1 was read as Kir21 block 0.22 and KCNQ2 block inactive.
Screening O=C(NCc1cccs1)c1cc(-c2ccncc2)nc2ccc(Br)cc12 returned Kir21 block 0.12 and KCNQ2 block inactive.
`Nc1ccc(S(=O)(=O)O)cn1` gave Kir21 block 0.05&1.2&0.89 and KCNQ2 block inactive.
For Cc1ccccc1S(=O)(=O)Cc1ccc(C(=O)N2CCN(c3ccc(F)cc3)CC2)o1 the results were Kir21 block -1.1 and KCNQ2 block inactive.
COc1cc(/C=C2\SC(=N)N(c3ccc4c(c3)OCO4)C2=O)cc(OC)c1O was read as Kir21 block 1.2 and KCNQ2 block inactive.
For Cc1ccc(CCNC(=O)C2CC(=O)N(C3CCCCC3)C2)cc1 (stereo unspecified) the results were Kir21 block -0.26 and KCNQ2 block inactive.
`S=C(Nc1ccc(Br)cc1)N1CCN(c2ccccn2)CC1` gave Kir21 block 1.1 and KCNQ2 block inactive.
Screening Cc1ccc2c(C)c(C(=O)N(Cc3ccc(F)cc3)C3CCS(=O)(=O)C3)oc2c1 (stereo unspecified) returned Kir21 block 0 and KCNQ2 block inactive.

Structural class: the entries above with a thiophene ring, fused or not
CN(C(=O)COC(=O)c1cc(Br)c(Br)s1)C1CCS(=O)(=O)C1 (stereo unspecified) was read as Kir21 block 0 and KCNQ2 block inactive.
For O=C(Cc1coc2ccc3ccccc3c12)NCc1cccs1 the results were Kir21 block -0.79 and KCNQ2 block inactive.
`Cc1sc2nc(C)n(/N=C/c3ccccc3)c(=O)c2c1C` gave Kir21 block -1.4 and KCNQ2 block inactive.
CCOC(=O)C1CCN(C(c2cccnc2)c2c(NC(=O)c3ccco3)sc(C)c2C)CC1 (stereo unspecified) was read as Kir21 block -0.09 and KCNQ2 block inactive.
For O=C(CC(O)(c1ccccc1)C(F)(F)C(F)F)c1cccs1 (stereo unspecified) the results were Kir21 block -3.6 and KCNQ2 block inactive.
For O=C(NCc1cccs1)c1cc2c(s1)CS(=O)(=O)C2 the results were Kir21 block -0.44 and KCNQ2 block inactive.
For COc1ccc(/C=N/Nc2ncnc3sc4c(c23)CCCC4)cc1OC the results were Kir21 block 0.99 and KCNQ2 block inactive.
Screening CCn1c(SCc2nc(-c3cccs3)no2)nnc1-c1c[nH]c2ccccc12 returned Kir21 block -2.3 and KCNQ2 block inactive.
`CCOc1cc(NC(=O)c2cccs2)c(OCC)cc1NC(=O)CCC(=O)NCc1ccccn1` gave Kir21 block -1.9 and KCNQ2 block inactive.
Screening O=C(NCc1cccs1)c1cc(-c2ccncc2)nc2ccc(Br)cc12 returned Kir21 block 0.12 and KCNQ2 block inactive.
